NCI-60 one-dose screen, 48 h, at 10 µM unless noted. Numbers give growth in % (100 = growth as untreated, 0 = no growth, -100 = all killed).
SW-620 = SW-620 colon cancer. 5.2% of 82,000 active
SNB-19 = SNB-19 CNS cancer cells | 2.5% of 81,000 active
KM12 = KM12 colon cancer cells | 5% of 82,000 active
SF-295 = SF-295 CNS cancer cells; 5.6% of 79,000 active; AID 1794758
SNB-75 = SNB-75 CNS cancer. 5% of 79,000 active
HT29 = HT29 colon cancer | 7.4% of 81,000 active | AID 1794748
SF-539 = SF-539 CNS cancer; 6.8% of 81,000 active; AID 1794752
SF-268 = SF-268 CNS cancer cells. 3.1% of 82,000 active. AID 1794759
HCC-2998 = HCC-2998 colon cancer; 4.7% of 79,000 active
An asterisk follows results filed as active; & = joins results of further samples. The calls were made as follows: active = growth percent below 10; inactive = the rest.

Screening NC(=O)C(=O)NCCCCCCC(=O)Nc1ccccc1 returned SW-620 104, SNB-19 105, KM12 107, SF-295 91, SNB-75 96, HT29 107, SF-539 100, SF-268 104 and HCC-2998 101.
For COc1cc(-c2n[nH]nc2-c2cnccn2)cc(OC)c1OC the results were SW-620 105, SNB-19 104, KM12 104, SF-295 111, SNB-75 84, HT29 107, SF-539 105, SF-268 111 and HCC-2998 99.
Cc1nn(-c2ccccc2)c(N(C)Cc2ccccc2)c1C1CC(c2ccc3c(c2)OCO3)=NN1c1cc(Cl)cc(Cl)c1 (configuration not stated) was read as SW-620 88, SNB-19 89, KM12 90, SF-295 99, SNB-75 98, HT29 72, SF-539 101, SF-268 94 and HCC-2998 88.
For CN(C)CCOC(c1ccccc1)(c1ccc2ccccc2n1)c1cccs1 (configuration not stated) the results were SW-620 67, SNB-19 88, KM12 83, SF-295 31, SNB-75 50, HT29 47, SF-539 66, SF-268 68 and HCC-2998 66.
For CC(C)(C)OC(=O)n1cc(-c2nc(-c3c[nH]c4ncccc34)cs2)c2cc(Cl)ccc21 the results were SW-620 103, SNB-19 107, KM12 101, SF-295 119, SNB-75 76, HT29 98, SF-539 126, SF-268 107 and HCC-2998 104.
CCN(CC)c1ccc(-c2nnc(CN3C=NC4C(N5CCOCC5)=NC=NC43)o2)cc1 (configuration not stated) was read as SW-620 98, SNB-19 97, KM12 104, SF-295 92, HT29 110, SF-539 98, SF-268 101 and HCC-2998 111.
`COc1cc(C)c(C2C(C#N)=C(N)Oc3n[nH]c(-c4cccs4)c32)cc1C(C)C` (configuration not stated) gave SW-620 101, SNB-19 103, KM12 99, SF-295 101, SNB-75 87, HT29 99, SF-539 104, SF-268 101 and HCC-2998 93.
Screening CCCCCCn1ncc2c(N)ncnc21 returned SW-620 101, SNB-19 96, KM12 101, SF-295 99, SNB-75 89, HT29 50, SF-539 96, SF-268 101 and HCC-2998 102.
`CCOC(=O)c1nnn(-c2nonc2N)c1-c1ccc(OCC)cc1` gave SW-620 108, SNB-19 118, KM12 100, SF-295 99, SNB-75 99, HT29 97, SF-539 105 and SF-268 97.
CCN1CCN(c2ccc(NC(=O)Nc3ccc4c(c3F)CCN4c3ccnc(C(=O)NC)c3)cc2C(F)(F)F)CC1 was read as SW-620 -77*, SNB-19 -84*, KM12 -83*, SF-295 -74*, SNB-75 -81*, HT29 -79*, SF-539 -100*, SF-268 -64* and HCC-2998 120.
Screening Cc1cccc(NC(=O)Nc2ccc(Nc3ncnc4sc5c(c34)CCN(C(=O)OC(C)(C)C)C5)cc2)c1 returned SW-620 105, SNB-19 90, KM12 87, SF-295 94, SNB-75 69, HT29 80, SF-539 86, SF-268 85 and HCC-2998 115.
O=C(Nc1ccc(CN2CCc3nc4cc(O)c(O)cc4cc32)cc1)Nc1ccc(F)cc1F was read as SW-620 97, SNB-19 105, KM12 98, SF-295 103, SNB-75 88, HT29 107, SF-539 97, SF-268 105 and HCC-2998 89.

Quoted at random: seven entries already listed
`COc1cc(C)c(C2C(C#N)=C(N)Oc3n[nH]c(-c4cccs4)c32)cc1C(C)C` (configuration not stated) gave SW-620 101, SNB-19 103, KM12 99, SF-295 101, SNB-75 87, HT29 99, SF-539 104, SF-268 101 and HCC-2998 93.
O=C(Nc1ccc(CN2CCc3nc4cc(O)c(O)cc4cc32)cc1)Nc1ccc(F)cc1F was read as SW-620 97, SNB-19 105, KM12 98, SF-295 103, SNB-75 88, HT29 107, SF-539 97, SF-268 105 and HCC-2998 89.
Screening CCCCCCn1ncc2c(N)ncnc21 returned SW-620 101, SNB-19 96, KM12 101, SF-295 99, SNB-75 89, HT29 50, SF-539 96, SF-268 101 and HCC-2998 102.
For CC(C)(C)OC(=O)n1cc(-c2nc(-c3c[nH]c4ncccc34)cs2)c2cc(Cl)ccc21 the results were SW-620 103, SNB-19 107, KM12 101, SF-295 119, SNB-75 76, HT29 98, SF-539 126, SF-268 107 and HCC-2998 104.
Screening Cc1cccc(NC(=O)Nc2ccc(Nc3ncnc4sc5c(c34)CCN(C(=O)OC(C)(C)C)C5)cc2)c1 returned SW-620 105, SNB-19 90, KM12 87, SF-295 94, SNB-75 69, HT29 80, SF-539 86, SF-268 85 and HCC-2998 115.
`CCOC(=O)c1nnn(-c2nonc2N)c1-c1ccc(OCC)cc1` gave SW-620 108, SNB-19 118, KM12 100, SF-295 99, SNB-75 99, HT29 97, SF-539 105 and SF-268 97.
CCN(CC)c1ccc(-c2nnc(CN3C=NC4C(N5CCOCC5)=NC=NC43)o2)cc1 (configuration not stated) was read as SW-620 98, SNB-19 97, KM12 104, SF-295 92, HT29 110, SF-539 98, SF-268 101 and HCC-2998 111.

Later entries
For COc1ccc(C(CC(=O)c2ccccc2)Sc2ccccc2N)cc1 (configuration not stated) the results were SW-620 85, KM12 80, SF-295 104, SNB-75 99, HT29 109, SF-539 102, SF-268 101 and HCC-2998 86.
`COC(=O)C[n+]1cccc2c3ccccc3ccc21` gave SW-620 97, SNB-19 67, KM12 85, SF-295 95, SNB-75 87, HT29 106, SF-539 77, SF-268 74 and HCC-2998 109.
`N#Cc1c(-c2cccnc2)cc(-c2ccc(Cl)cc2)[nH]c1=O` gave SW-620 94, SNB-19 105, KM12 97, SF-295 97, SNB-75 90, HT29 103, SF-539 95, SF-268 98 and HCC-2998 102.
Screening Cc1nc2ccccc2c(=O)n1-c1cccc(OCc2cn(-c3ccc(F)c(Cl)c3)nn2)c1 returned SW-620 108, SNB-19 97, KM12 102, SF-295 104, SNB-75 89, HT29 103, SF-539 111, SF-268 93 and HCC-2998 102.
`N#Cc1nc(/C=C2\SC(=S)N(Cc3ccccc3)C2=O)cs1` gave SW-620 72, SNB-19 98, KM12 97, SF-295 97, SNB-75 95, HT29 104, SF-539 97, SF-268 102 and HCC-2998 98.
For C=CCc1ccc(C=O)c(O)c1 the results were SW-620 107, SNB-19 103, KM12 106, SF-295 95, SNB-75 84, HT29 100, SF-539 90, SF-268 104 and HCC-2998 100.
CC(=O)Nc1ccc(Oc2c(/C=N/N=c3\sc4ccccc4n3C)c(C)nn2-c2ccccc2)cc1 was read as SW-620 100, SNB-19 89, KM12 94, SF-295 94, SNB-75 102, HT29 86, SF-539 103, SF-268 97 and HCC-2998 111.
FC(F)(F)COc1ccc(-c2nnc(Nc3ccccc3)s2)cc1 was read as SW-620 92, SNB-19 103, KM12 43, SF-295 94, SNB-75 110, HT29 54, SF-539 94, SF-268 105 and HCC-2998 73.
For S=c1[nH]ccn1-c1ccccc1 the results were SW-620 89, SNB-19 96, KM12 104, SF-295 101, SNB-75 90, HT29 98, SF-268 104 and HCC-2998 102.
CC(=O)Nc1c(Cl)cc2c(c1Cl)Cc1cc([N+](=O)[O-])ccc1-2 was read as SW-620 81, SNB-19 96, KM12 78, SF-295 82, SNB-75 37, SF-539 89, SF-268 101 and HCC-2998 87.
Cc1ccc(S(=O)(=O)N/N=C/C(O)C(O)C(O)C(O)CO)cc1 (configuration not stated) was read as SW-620 102, SNB-19 107, KM12 102, SF-295 101, SNB-75 98, HT29 101, SF-539 95, SF-268 107 and HCC-2998 102.
Screening O=C1C=C(O)C(=O)N1c1ccc(Br)cc1 returned SW-620 105, SNB-19 124, KM12 95, SF-295 99, SNB-75 103, HT29 103, SF-539 105, SF-268 112 and HCC-2998 99.
`CN(Cc1cnc2nc(N)nc(N)c2n1)c1ccc(C(=O)N[C@@H](CCC(=O)O)C(=O)O)cc1` gave SW-620 36, SNB-19 30, KM12 32, SF-295 20, SNB-75 66, HT29 26, SF-539 -0.3*, SF-268 25 and HCC-2998 106.
`O=C1/C(=C/c2ccco2)CCC/C1=C\c1ccco1` gave SW-620 102, SNB-19 101, KM12 79, SF-295 82, SNB-75 95, HT29 104, SF-539 97, SF-268 101 and HCC-2998 104.
CCOC(=O)C1=C(C)N=C2SC=C(c3ccc(F)cc3)N2[C@H]1c1cn[nH]c1-c1ccc(F)cc1 was read as SW-620 89, SNB-19 95, KM12 101, SF-295 103, SNB-75 97, HT29 98, SF-539 90, SF-268 92 and HCC-2998 98.
C=C(C)CN was read as SW-620 100, KM12 107, SF-295 99, SNB-75 100, HT29 103, SF-539 99, SF-268 108 and HCC-2998 104.
Screening CCN1CC2=C(Nc3nc(SC)[nH]c(=O)c3C2c2ccc(C)cc2)/C(=C/c2ccc(C)cc2)C1 (configuration not stated) returned SW-620 96, SNB-19 104, KM12 107, SF-295 96, SNB-75 87, HT29 86, SF-539 105, SF-268 96 and HCC-2998 97.
For CCN1CCN(c2ccc3c4c(cccc24)C(=O)N(N2C(=O)c4cccc5cccc(c45)C2=O)C3=O)CC1 the results were SW-620 100, SNB-19 99, KM12 97, SF-295 104, SNB-75 84, HT29 99, SF-539 101, SF-268 94 and HCC-2998 113.
`Clc1ccc(C(Br)c2ccc(Cl)cc2)cc1` gave SW-620 106, SNB-19 105, KM12 94, SF-295 98, SNB-75 108, HT29 66, SF-539 96, SF-268 99 and HCC-2998 112.
Screening CC(C)/C=N\O returned SW-620 110, SNB-19 110, KM12 115, SF-295 114, SNB-75 102, HT29 110, SF-539 123, SF-268 110 and HCC-2998 104.
COc1cccc(/C=N/NC(=O)COc2cc(=O)n(C)c3ccccc23)c1 was read as SW-620 105, SNB-19 102, KM12 102, SF-295 101, SNB-75 92, HT29 104, SF-539 101, SF-268 97 and HCC-2998 112.
`COC(=O)[C@]12CCC(C)(C)C[C@H]1C1=CC[C@@H]3[C@@]4(C)C/C(=C/c5cccnc5)[C@H](O)C(C)(C)[C@@H]4CC[C@@]3(C)[C@]1(C)CC2` gave SW-620 93, SNB-19 102, KM12 90, SF-295 96, SNB-75 88, HT29 81, SF-539 102, SF-268 97 and HCC-2998 102.
Screening COC(=O)/C=C1\SC(=Nc2ccc(C#N)cc2)N(CCc2c[nH]c3ccccc23)C1=O returned SW-620 99, SNB-19 97, KM12 88, SF-295 102, SNB-75 96, HT29 65, SF-539 97, SF-268 98 and HCC-2998 113.
For c1ccc2cc(Cn3cc[n+](C[n+]4ccn(Cc5ccc6ccccc6c5)c4)c3)ccc2c1 the results were SW-620 99, SNB-19 79, KM12 103, SF-295 80, SNB-75 80, HT29 70, SF-539 91, SF-268 94 and HCC-2998 101.
Screening Cc1ccc2nc(-c3c(C)nn(-c4ccccc4)c3N3CCCC3)[nH]c2c1 returned SW-620 102, SNB-19 99, KM12 99, SF-295 109, SNB-75 101, HT29 113, SF-539 96, SF-268 100 and HCC-2998 123.
Screening CSc1nc(S(C)(=O)=O)nc2[nH]c(=O)[nH]c12 returned SW-620 111, SNB-19 100, KM12 118, SNB-75 97, HT29 99, SF-539 99 and SF-268 101.
Screening O=C1OC(c2ccccc2)=N/C1=C\c1ccccc1Cl returned SW-620 106&93, SNB-19 120&107, KM12 100&99, SF-295 109&113, SNB-75 90&110, HT29 98&95, SF-539 100&104, SF-268 94&96 and HCC-2998 100&100.
CCOC(=O)c1cc(=O)nc(N)s1 was read as SW-620 103, SNB-19 101, KM12 105, SF-295 98, SNB-75 97, HT29 108, SF-539 103, SF-268 104 and HCC-2998 103.
Screening CC(=O)Nc1ccc(C(=O)CCl)cc1 returned SW-620 -17*, SNB-19 82, KM12 86, SF-295 102, SNB-75 84, HT29 8.3*, SF-539 56, SF-268 81 and HCC-2998 102.
For CCCCC1(O)CCCCC1 the results were SW-620 102, SNB-19 106, KM12 97, SF-295 98, SNB-75 105, HT29 99, SF-539 118, SF-268 103 and HCC-2998 103.
Cc1ccc(/C=C2\SC(=O)N(Cc3cc4ccccc4nc3Cl)C2=O)cc1 was read as SW-620 102, SNB-19 99, KM12 102, SF-295 95, SNB-75 91, HT29 102, SF-539 102, SF-268 99 and HCC-2998 105.
Screening O=C(O)Cc1cc2c(cc1Br)OCO2 returned SW-620 97, SNB-19 103, KM12 106, SF-295 100, SNB-75 99, HT29 86, SF-539 105, SF-268 102 and HCC-2998 100.
`O=C(O)C(Cc1ccccc1)N1C(=O)/C(=C/C(Cl)=C/c2ccc([N+](=O)[O-])cc2)SC1=S` (configuration not stated) gave SW-620 5.1*, SNB-19 32, KM12 15, SF-295 89, SNB-75 43, HT29 31, SF-539 30, SF-268 19 and HCC-2998 3.6*.
CSCCC(C(=O)O)N1C(=O)CSC1=S (configuration not stated) was read as SW-620 99, SNB-19 106, KM12 106, SF-295 95, SNB-75 92, HT29 104, SF-539 101, SF-268 97 and HCC-2998 96.
`CC1CN(/N=C/c2ccc([N+](=O)[O-])o2)C(=N)O1` (configuration not stated) gave SW-620 98, SNB-19 100, KM12 92, SF-295 89, SNB-75 105, HT29 108, SF-539 97, SF-268 90 and HCC-2998 98.
Screening COc1c(C2CC(=O)Nc3c2c(C)nn3-c2nc3ccccc3[nH]2)cc2c(c1OC)OCO2 (configuration not stated) returned SW-620 36, SNB-19 50, KM12 46, SF-295 20, SNB-75 44, HT29 20, SF-539 60, SF-268 62 and HCC-2998 94.
`CN(CCF)c1ccc(/C=C/C(=O)c2ccc(N)cc2O)cc1` gave SW-620 90, SNB-19 84, KM12 44, SF-295 80, SNB-75 102, HT29 43, SF-539 83, SF-268 94 and HCC-2998 89.
For CCCCOc1nc2c(C)cccc2cc1-c1cc(-c2ccc(Cl)cc2)nc(-c2ccc(Cl)cc2)c1 the results were SW-620 98, SNB-19 92, KM12 98, SF-295 101, SNB-75 106, HT29 103, SF-539 97, SF-268 93 and HCC-2998 108.
CCC(=O)Nc1cccc([N+](=O)[O-])c1 was read as SW-620 103, SNB-19 103, KM12 98, SF-295 96, SNB-75 92, HT29 99, SF-539 102, SF-268 97 and HCC-2998 111.
Screening CNC(=O)c1nn(C)c(=O)[nH]c1=O returned SW-620 108, SNB-19 99, KM12 113, SNB-75 110, HT29 104, SF-539 105, SF-268 109 and HCC-2998 102.
O=P1(O)Cc2ccccc2-c2ccccc21 was read as SW-620 103, SNB-19 100, KM12 106, SF-295 100, SNB-75 91, HT29 108, SF-539 96, SF-268 108 and HCC-2998 114.

Screening data from PubChem.
